Screening results deposited in PubChem by Southern Research Specialized Biocontainment Screening Center.
H1N1 NS1A inhibition: H1N1 influenza NS1A inhibitors, functional cell based assay (AID 504329); NS1A functional cell-based assay, percent inhibition; higher % means a stronger effect; actives 0.3% (n = 340,000); one-dose inhibition, % at 12.5 µM; IC50 in µM for titrated hits; in the data active means a potency from the dose series; inconclusive means inhibition above about 27% without an active follow-up result; further: strong numbers were not always called active
inhibitors of VEEV: inhibitors of VEEV TC-83 cytopathic effect, confirmation, Vero cells (AID 588727). actives 0.13% (n = 350,000). Vero cells, VEEV TC-83 cytopathic effect inhibition; higher % means a stronger effect. inhibition, % at 20 µM, or IC50 in µM where a hit was titrated; in the data active means a potency from the dose series; inconclusive means inhibition mostly from about 14% at the one dose, without a potency; inactive means the rest, 99 in 100 with inhibition below about 12%; further: strong numbers were not always called active
tuberculosis growth: growth inhibition of non-replicating M. tuberculosis (AID 488890); Mycobacterium tuberculosis non-replicating, growth inhibition; higher % means a stronger effect; inhibition, % at 25 µM, or IC50 in µM where a hit was titrated; actives 0.39% (n = 320,000); in the data active means a potency from the dose series; inconclusive means inhibition mostly from about 82% at the one dose, without a potency; inactive means the rest, 99 in 100 with inhibition below about 76%;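 further: plate controls were DMSO cells for no effect and high antibiotic wells for full effect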
M. tuberculosis HTS: M. tuberculosis growth inhibition, HTS (AID 449762); actives 0.59% (n = 330,000); one-dose inhibition, % at 25 µM; IC50 in µM for titrated hits; M. tuberculosis H37Rv growth inhibition, 7H9 media; higher % means a stronger effect; in the data active means a potency from the dose series; inconclusive means inhibition above about 70% without an active follow-up result;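 further: bacterial growth assessed after seven days of incubation; strong numbers were not always called active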
Salmonella PhoP GFP: PhoP regulon inhibitors, Salmonella typhi PhoP promoter GFP reporter, confirmatory (AID 1850). Salmonella Typhi PhoP-promoter GFP reporter, fluorescence, 4 h; higher % means a stronger effect. inhibition, % at 50 µM, or IC50 in µM where a hit was titrated. actives 0.33% (n = 310,000); in the data active means a potency from the dose series; inconclusive means inhibition mostly from about 25% at the one dose, without a potency; inactive means the rest, 99 in 100 with inhibition below about 19%;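 further: 0% = induced wells with vehicle and 100% = uninduced wells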
inhibitors of VEEV 10K pilot screen: also measured in inhibitors of VEEV; calls as there; inhibition, %; measured here: 10K pilot screen inhibition
* marks the source's active call; other numbers are inactive results; i = inactive; ? = inconclusive; . = no result given.

SMILES | H1N1 NS1A inhibition | inhibitors of VEEV | tuberculosis growth | M. tuberculosis HTS | Salmonella PhoP GFP | others
CCOC(=O)c1sc(-c2ccc(Cl)cc2Cl)nc1O | -27% | 2.3% | ? | 13% | -1%
CCOc1ccccc1C(=O)N(CCC(=O)OC)c1ccccn1 | -3% | i | -12% | -5% | 13%
COc1ccc(C2/C=C\CN(C(=O)CC(C)(C)C)CC(=O)N2Cc2ccc(F)cc2)cc1 (configuration not stated) | 6% | 0.4% | 16% | -2% | -1%
CCN(C(=O)COC(=O)/C=C/c1ccc(S(=O)(=O)N2CCc3ccccc32)cc1)C1CCS(=O)(=O)C1 (configuration not stated) | . | 0.6% | 12% | 21% | 4%
COc1ccc(Cl)cc1NC(=O)c1cc(-c2ccccc2O)n[nH]1 | -7% | 2.1% | -16% | 4% | -5%
Cc1ccc(C(=O)Nc2nc3ccc(Cl)cc3s2)o1 | 6% | 5.3% | 41% | -2% | 9%
Cc1ccc(O)c(C(=O)/C=C/c2ccc3c(c2)OCCO3)c1 | 6% | 8.2% | 37% | 12% | -3%
CCC(C)C1NC(=O)C(C(C)=O)=C1O (configuration not stated) | 5% | 0.1% | 3% | -1% | 6%
Cc1oc(-c2ccc(Cl)cc2)cc1C(=O)/C(C#N)=C/Nc1cccc(OC(F)(F)F)c1 | -19% | 0.9% | 2% | 3% | 1%
CC(=O)Nc1ccc(NC(=O)CSc2nc(N)c(NC(=O)c3ccccc3F)c(=O)[nH]2)cc1 | -10% | 1.4% | -13% | -25% | -8%
CC(C)Cn1c(N)c(C(=O)COC(=O)c2cc(C(F)(F)F)nc3ccccc23)c(=O)n(C)c1=O | . | . | 49% | ? | 3%
Cc1ccc(NC(=O)C2CCCC2)cc1S(=O)(=O)N1CCOCC1 | 6% | 1.2% | 2% | -6% | .
Cc1nn(-c2ccccc2)c(Cl)c1/C=N/NC(=O)c1ccccc1NS(=O)(=O)c1cccs1 | 7% | i | 10% | -2% | 15%
Cc1c(-c2cccc(NC(=O)c3cccs3)c2)nc2ncccn12 | 1% | 12% | -6% | 4% | 12%
CN(C)NC(=O)c1ccc([N+](=O)[O-])s1 | -12% | i | . | -4% | 3%
OC[C@@H](O)[C@@H](O)CO | -7% | 0.8% | -1% | -7% | 6%
COCCNC(=O)c1cc2ncc(Br)cn2n1 | -7% | i | 0% | 7% | 0%
Cc1ccc(-n2ncc3c(SCC(=O)NNC(=O)C(C)C)ncnc32)cc1 | -16% | 0.1% | -7% | 2% | 4%
O=C1CC(SCCc2nc3ccccc3[nH]2)C(=O)N1c1ccc(F)c(Cl)c1 (configuration not stated) | -3% | 8.1% | 18% | -5% | -2%
COc1cc(/C=C2/C(=N)N3C=CSC3=NC2=O)ccc1OCCOc1ccc(NC(C)=O)cc1 | -3% | 1.4% | -27% | 4% | -6%
O=C(CCNC(=O)c1ccc(Br)cc1)NCC1CCCO1 (configuration not stated) | -4% | 1.9% | -12% | -5% | 8%
CC1COC2N=C(N[N+](=O)[O-])NC2O1 (configuration not stated) | 8% | i | 6% | 4% | -9%
CC(C)c1cc(Br)c(NC(=O)Nc2cccnc2)c(Br)c1 | -4% | 1.5% | 10% | 11% | -4%
O=C(COC(=O)c1ccccc1)c1ccc(S(=O)(=O)N2CCCCC2)cc1 | -18% | 3.9% | . | . | .
COc1ccc(-n2ncc(C(C)NS(=O)(=O)c3cccs3)c2C)cc1 (configuration not stated) | 7% | 4.5% | 34% | 1% | -4%
CSc1nc(C)[nH]c(=O)c1C#N | 1% | i | 5% | 13% | -5%
CC(C)OC(=O)CC(NC(=O)OC(C)(C)C)c1ccccc1 (configuration not stated) | . | . | -23% | 0% | 10%
Cc1nn(CCC(=O)NCc2ccc(N(C)C)cc2)c(=O)c2nn(-c3ccccc3)c(C)c12 | 0% | 0.7% | -4% | 4% | 5%
CC(C)c1nnc(NC(=O)CC(=O)Nc2ccccc2C(=O)O)s1 | -10% | 1.1% | 4% | -3% | 8%
COc1ccc(N2CCN(C(=S)NCc3ccc(C)cc3)CC2)cc1 | 5% | i | 9% | 7% | 1%
COc1ccc(Cl)cc1C(=O)n1cnc2ccccc21 | -8% | i | 8% | 5% | -1%
O=C(CN1C(=O)c2ccccc2C1=O)NCC(=O)OCC(=O)c1cccc([N+](=O)[O-])c1 | -5% | 0.3% | 1% | -6% | 18%
Cc1cccc(N2CCN(C(=O)c3ccc(CS(=O)(=O)c4ccccc4C)o3)CC2C)c1 (configuration not stated) | 5% | i | 8% | -10% | 0%
CC1(C)CC(=O)C(C=Nc2ccccc2Sc2ccccc2)=C(O)C1 | -8% | i | 23% | 7% | -3%
COc1ccc(OCC(=O)NCCCCCCNC(=O)COc2ccc(OC)cc2)cc1 | 4% | 0.2% | 15% | 1% | -5%
O=C(Nc1ccc2c(c1)OCO2)N1CCN(c2ccccc2Cl)CC1 | 11% | 3.0% | 21% | 0% | 1%
COc1ccccc1C(C)NC(=O)Cc1ccc(S(=O)(=O)N2CCOCC2)s1 (configuration not stated) | -5% | i | 5% | 0% | 3%
Cc1cc(NC(=O)CCC(=O)N(c2ccc(F)cc2)C(C(=O)NC2CCCC2)c2ccncc2)no1 (configuration not stated) | 6% | i | 0% | 0% | 5%
O=c1c2ccccc2nc2n1CCCCN2 | 8% | i | -14% | -2% | 21%
O=C(CCNS(=O)(=O)c1ccccc1Cl)OCc1nnc(-c2ccccc2Cl)o1 | -11% | 0.2% | 22% | 4% | .
Cc1ccc(-c2ccc(CCC(=O)O)o2)cc1 | -2% | 2.5% | ? | 24% | -1%
CCCn1cc(CN2CCC(n3nccc3NC(=O)c3ccccc3)CC2)c(C)n1 | -2% | 1.1% | -2% | -3% | -6%
Fc1ccc(-c2csc(NC3=NCCC3)n2)cc1 | 3% | 0.5% | 2% | -2% | 5%
CN(Cc1cccnc1)C(=O)CC1C(=O)NCCN1CC(c1ccccc1)c1ccccc1 (configuration not stated) | -4% | 1.1% | -18% | -4% | -5%
CCCCCC1CCC(c2ccc(/C(N)=N/O)cc2)CC1 (configuration not stated) | -22% | 3.6% | 68% | -3% | -2%
Cc1ccc(S(=O)(=O)N2CCN(C)CC2)cc1C | 1% | 1.2% | -7% | -3% | 4%
Nc1nnc(SCC(=O)N2CCN(c3ccccc3)CC2)s1 | -5% | 2.1% | 2% | 7% | 1%
NC(=O)Cn1cc(/C=N/NC(=O)c2ccc(Cn3cc(Cl)cn3)o2)c(-c2ccccc2)n1 | -2% | 3.1% | -9% | -3% | 2%
CCCc1cc(=O)[nH]c(SCC(=O)c2ccc(S(=O)(=O)N3CCCC3)cc2)n1 | 9% | 2.5% | 15% | -5% | 3%
COC(=O)CN1C(c2ccc(Cl)cc2)=Nc2ccc(Cl)cc2C1c1ccccc1 (configuration not stated) | -1% | 2.5% | ? | 12µM* | -11%
Cc1ccc2cc3c(NC(=O)c4cccnc4)nn(C)c3nc2c1 | -3% | 7.9% | -1% | 7% | 1%
O=C(CSc1ncc(C(=O)O)n1-c1ccc(F)cc1)NCc1ccc2c(c1)OCO2 | 8% | 1.6% | 2% | 2% | 2%
Cn1cc(C=O)c2cc(F)ccc21 | -6% | i | 0% | 2% | 10%
O=S(=O)(c1ccc(O)cc1)c1ccc(O)cc1 | -2% | 1.3% | 4% | -4% | 16%
Cn1nc(-c2ccccc2)cc1NC(=O)Nc1ccccc1F | . | 1.2% | 1% | 4% | -2%
COc1cccc(CNCc2ccccc2OC)c1 | -3% | 6.0% | 1% | 4% | -5%
CCOC(=O)C(=O)N1CCN(CC)CC1 | 0% | i | -18% | -12% | -3%
O=S(=O)(NCc1cc(-c2ccccc2Cl)no1)c1ccc(Cl)cc1 | 1% | 0.6% | 14% | 0% | -7%
CCCCCOc1ccc(C(C)(O)C(CN2CCOCC2)c2ccccc2)cc1 (configuration not stated) | 21% | 1.6% | 1% | 7% | 8%
COc1ccc(NC(=O)C(c2ccc(OC)cc2)N(C)C(=O)c2cnccn2)cc1 (configuration not stated) | 1% | 1.8% | 5% | -2% | -6%

20 consecutive compounds already listed, for reference:
SMILES | H1N1 NS1A inhibition | inhibitors of VEEV | tuberculosis growth | M. tuberculosis HTS | Salmonella PhoP GFP | others
Cc1cc(NC(=O)CCC(=O)N(c2ccc(F)cc2)C(C(=O)NC2CCCC2)c2ccncc2)no1 (configuration not stated) | 6% | i | 0% | 0% | 5%
O=c1c2ccccc2nc2n1CCCCN2 | 8% | i | -14% | -2% | 21%
O=C(CCNS(=O)(=O)c1ccccc1Cl)OCc1nnc(-c2ccccc2Cl)o1 | -11% | 0.2% | 22% | 4% | .
Cc1ccc(-c2ccc(CCC(=O)O)o2)cc1 | -2% | 2.5% | ? | 24% | -1%
CCCn1cc(CN2CCC(n3nccc3NC(=O)c3ccccc3)CC2)c(C)n1 | -2% | 1.1% | -2% | -3% | -6%
Fc1ccc(-c2csc(NC3=NCCC3)n2)cc1 | 3% | 0.5% | 2% | -2% | 5%
CN(Cc1cccnc1)C(=O)CC1C(=O)NCCN1CC(c1ccccc1)c1ccccc1 (configuration not stated) | -4% | 1.1% | -18% | -4% | -5%
CCCCCC1CCC(c2ccc(/C(N)=N/O)cc2)CC1 (configuration not stated) | -22% | 3.6% | 68% | -3% | -2%
Cc1ccc(S(=O)(=O)N2CCN(C)CC2)cc1C | 1% | 1.2% | -7% | -3% | 4%
Nc1nnc(SCC(=O)N2CCN(c3ccccc3)CC2)s1 | -5% | 2.1% | 2% | 7% | 1%
NC(=O)Cn1cc(/C=N/NC(=O)c2ccc(Cn3cc(Cl)cn3)o2)c(-c2ccccc2)n1 | -2% | 3.1% | -9% | -3% | 2%
CCCc1cc(=O)[nH]c(SCC(=O)c2ccc(S(=O)(=O)N3CCCC3)cc2)n1 | 9% | 2.5% | 15% | -5% | 3%
COC(=O)CN1C(c2ccc(Cl)cc2)=Nc2ccc(Cl)cc2C1c1ccccc1 (configuration not stated) | -1% | 2.5% | ? | 12µM* | -11%
Cc1ccc2cc3c(NC(=O)c4cccnc4)nn(C)c3nc2c1 | -3% | 7.9% | -1% | 7% | 1%
O=C(CSc1ncc(C(=O)O)n1-c1ccc(F)cc1)NCc1ccc2c(c1)OCO2 | 8% | 1.6% | 2% | 2% | 2%
Cn1cc(C=O)c2cc(F)ccc21 | -6% | i | 0% | 2% | 10%
O=S(=O)(c1ccc(O)cc1)c1ccc(O)cc1 | -2% | 1.3% | 4% | -4% | 16%
Cn1nc(-c2ccccc2)cc1NC(=O)Nc1ccccc1F | . | 1.2% | 1% | 4% | -2%
COc1cccc(CNCc2ccccc2OC)c1 | -3% | 6.0% | 1% | 4% | -5%
CCOC(=O)C(=O)N1CCN(CC)CC1 | 0% | i | -18% | -12% | -3%

(listing goes on)
SMILES | H1N1 NS1A inhibition | inhibitors of VEEV | tuberculosis growth | M. tuberculosis HTS | Salmonella PhoP GFP | others
CCCNC(=O)C(Cc1cccc(Br)c1)NC(=O)c1ccc(C#N)cc1 (configuration not stated) | 0% | 0.5% | -16% | -1% | .
Cc1c(C(=O)NNC(=O)c2cccnc2)cccc1[N+](=O)[O-] | -4% | 0.7% | -10% | -6% | .
CCCc1cc(=O)[nH]c(SCC(=O)Nc2ccc(C)cc2)n1 | -15% | 0.6% | 19% | -3% | -4%
O=C(/C=C/c1ccccc1F)c1ccoc1 | -16% | 9.4% | 66% | 52% | -3%
COCCn1c(CN2CCN(c3cccc(Cl)c3)CC2)nc2c1c(=O)n(C)c(=O)n2C | -56% | i | 5% | 0% | 0% | inhibitors of VEEV 10K pilot screen=0.1
CC(=O)Nc1ccc(C(=O)OCC(=O)Nc2c(C)n(C)n(-c3ccccc3)c2=O)cc1 | 2% | 0.4% | -3% | -3% | .
COC(=O)c1ccccc1NC(=O)CSCC(=O)Nc1ccccc1 | -11% | 1.6% | 9% | 11% | -4%
O=C(N=C1SC2CS(=O)(=O)CC2N1c1ccc(Cl)cc1)C1CCCO1 (configuration not stated) | 2% | 2.4% | ? | -2% | -3%
Cc1cc(C)c(C(=O)Nc2cccc(F)c2)c(Cl)n1 | -14% | 0.9% | -5% | 0% | -12%
CC(=O)OC1CCC2(C)C(=CC(=O)C3C2CCC2(C)C(OC(C)=O)CCC32)C1 (configuration not stated) | 2% | 0.9% | . | . | .
